Lamin A splicing: modulators of lamin A splicing. HeLa LMNA splicing GFP/RFP minigene ratio, 48 h. Potency, µM (titrated, usually from 46.1 µM), inactives show at the highest dose ratio change, negative = inhibition, usual class: inhibitors. 200,000 tested, 0.01% active; active = well fitted inhibition curve with a large enough effect in the signal ratio, with a control signal flat, not every such curve was filed as active; inconclusive = small, poorly fitted or top-dose-only effect, or effect the other way, or a change in a side signal; the % refers to the signal ratio; note: potency is the fitted concentration of half-maximal effect; % is set by controls: 0 for no effect and ±100 for the full control effect
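S3 HeLa stable clones carrying a lamin A-EGFP splicing minigene plus DsRed2 were seeded at 600 cells/well in Opti-MEM with 2% FBS, pin-dosed and incubated 48 h at 37°C. Acumen cytometry (488 nm) gave the GFP/RFP total-intensity ratio.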
HTT ATP protect: Huntington cell model cytoprotection by ATP luminescence | PC12 HTT-Q103 induced, cytoprotection, ATP luminescence, 40 h | 230,000 tested, 0.14% active | Potency, µM (series often up to 56.4 µM), without a hit: cytoprotection (ATP increase), hits mostly activators | AID 1471;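 note: potency is the fitted concentration of half-maximal effect; % of control where 0% means no effect; nearly all actives have a fitted effect of over 45% in size; toxic huntingtin expression switched on by the ecdysone agonist tebufenozide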
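Compounds added alongside 100 nM tebufenozide, which induces toxic Q103 huntingtin exon 1-GFP in stable PC12 cells; surviving cells quantified by luminescent ATP measurement. Medium: phenol red-free DMEM, 5% equine and 5% calf serum.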
KinaseGlo FLuc: blocks Kinase-Glo luciferase, a counter-screen artifact; Kinase-Glo luciferase, ATP luminescence, 8 min; Potency, µM (titrated, usually from 38.3 µM), for inactives: at the highest dose activity change, negative = inhibition, actives largely listed as inhibitors; 200,000 tested, 0.28% active; Q27757; note: potency is the fitted concentration of half-maximal effect; % is set by controls: 0 for no effect and ±100 for the full control effect; nearly all actives have a fitted effect of over 60% in size
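Luminescence was the read-out, taken after 8-minute incubation at ambient temperature. Luciferase turned over luciferin with 10 uM ATP in imidazole pH 7.2 buffer containing KCl, MgCl2, Tween 20 and BSA.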
HTT aggregate: mutant huntingtin aggregation inhibition; PC12 HttQ103-GFP aggregates, Acumen cytometry, 40 h; Potency, µM (doses to about 46.1 µM), without a hit: at the top dose activity change, negative = inhibition, hits mostly inhibitors; 220,000 tested, 1.1% active; AID 1688; note: potency is the fitted concentration of half-maximal effect; % is set by controls: 0 for no effect and ±100 for the full control effect; nearly all actives have a fitted effect of over 60% in size
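Steps: seed 1500 PC12 HTTQ103-GFP cells/well; add tebufenozide, 100 nM final; add compound titration; add ATPLite reagent; quantify GFP aggregates by laser scanning cytometry.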
CBFb RUNX1 block: CBF-beta/RUNX1 interaction disruption. Q01196+Q13951. AlphaScreen CBFb-His/RUNX1-biotin binding, biochemical. Potency, µM (highest dose often 59.8 µM), without a hit: at the top dose activity, negative = inhibition, actives largely listed as inhibitors. 230,000 tested, under 10 active; note: % of control where 0% means no effect
Target sequence (Q01196 whole entry, looked up): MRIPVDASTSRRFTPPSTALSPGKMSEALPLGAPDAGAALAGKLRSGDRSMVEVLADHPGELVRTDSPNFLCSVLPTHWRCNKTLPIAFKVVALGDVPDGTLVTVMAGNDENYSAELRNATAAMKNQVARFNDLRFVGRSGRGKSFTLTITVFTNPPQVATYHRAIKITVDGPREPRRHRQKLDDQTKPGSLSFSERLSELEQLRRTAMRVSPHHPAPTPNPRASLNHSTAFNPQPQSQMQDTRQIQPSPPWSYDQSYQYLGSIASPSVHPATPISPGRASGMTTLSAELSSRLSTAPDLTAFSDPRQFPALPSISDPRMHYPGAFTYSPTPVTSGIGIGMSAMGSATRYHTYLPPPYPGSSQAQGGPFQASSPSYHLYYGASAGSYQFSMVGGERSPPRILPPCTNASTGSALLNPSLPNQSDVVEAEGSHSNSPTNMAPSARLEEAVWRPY
Target sequence (Q13951 whole entry, looked up): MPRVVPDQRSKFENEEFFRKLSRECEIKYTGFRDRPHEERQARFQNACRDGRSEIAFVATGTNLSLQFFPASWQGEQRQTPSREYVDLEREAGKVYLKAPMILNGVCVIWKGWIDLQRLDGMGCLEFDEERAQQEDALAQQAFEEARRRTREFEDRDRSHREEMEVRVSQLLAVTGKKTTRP
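CBFb-His/RUNX1-biotin, 30 nM each, preincubated 20 min RT; compound 15 min RT; Ni + streptavidin beads 50 ng each, 90 min RT; AlphaScreen read.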
IMPase Li cell: membrane-permeable IMPase blocker, potentiated with lithium | CHO-M1 cells, IP1 TR-FRET (IP-One), carbachol + lithium | Potency, µM (top dose mostly 59.4 µM), without a hit: top-dose activity, negative = IMPase inhibition, actives largely listed as inhibitors | 210,000 tested, 0.35% active | AID 1457;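 note: IP1 builds up when IMPase is blocked and the TR-FRET signal falls; potency is the fitted concentration of half-maximal effect; plate controls were basal vehicle for no effect and high inhibitor control for full effect; nearly all actives have a fitted effect of over 50% in size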
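CHO cells stably expressing M1 receptor (2000/well) were cultured 16–30 h, then exposed to compounds with a small lithium addition for 30 min at 37C. IP1 was measured by TR-FRET competition; AC50 from Hill fits.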
SMN2 splice enh: increases expression of the SMN2 splice variant; HEK293 SMN2-luciferase splicing reporter, luminescence, 30-36 h; Potency, µM (highest dose often 46.1 µM), for the others: top-dose activity change, positive = activation, actives largely listed as activators; 210,000 tested, 2.8% active; note: potency is the fitted concentration of half-maximal effect; % of control where 0% means no effect; nearly all actives have a fitted effect of over 55% in size
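HEK293 cells carry an SMN2 […]–luciferase reporter in which exon 7 inclusion puts luciferase in frame. Cells were plated 10-12 h before compound addition, then incubated 30-36 h at 37C. ONE-Glo luminescence was read; sodium butyrate at 4.5 mM final served as control.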
The depositor's hits bear a star; ? = inconclusive; · = not tested or not shown; & = joins results of further samples; [ ] = remark or other dose. Unless noted, calls come from the whole dose curve; as a rule, active = well fitted curve in the direction sought with a large enough effect; inconclusive = small, poorly fitted or top-dose-only effect, or another doubt; inactive = no such curve, though single readings can be large; an effect the other way counts as inactive or inconclusive.

no.	SMILES	Lamin A splicing	HTT ATP protect	KinaseGlo FLuc	HTT aggregate	CBFb RUNX1 block	IMPase Li cell	SMN2 splice enh
1	C=C1c2cccc(O)c2C(O)=C2C(=O)[C@]3(O)C(O)=C(C(N)=O)C(=O)C(N(C)C)C3C(O)C12 (some centres not stated)	·	·	-8%	·	·	17%	-9%
2	CCc1ccc(CCOc2ccc(CC3SC(=O)NC3=O)cc2)nc1 (configuration not stated)	·	-37%&-19%[inhibitor]	0%	-9%	11%&6%	11%&7%	-23%&-6%
3	Oc1ccc(/C=C\c2cc(O)cc(O)c2)cc1	?	-76%[inhibitor]	-16%	4%[20.6 µM]	4%&17%[21.7 µM]	17%&-3%	?
4	CC(=O)Oc1ccc(C(=C2CCCCC2)c2ccc(OC(C)=O)cc2)cc1	·	19%	·	12%	?	·	·
5	COc1ccc(C2CNC(=O)C2)cc1OC1CCCC1 (configuration not stated)	?	?	0%	16%	5%&-8%&4%&23%&-10%&12%&9%	1%&14%&7%&-6%	-10%&-14%&-3%
6	CC(=O)Nc1ccc(CC(=O)O)cc1	-24%	?	·	1%	4%	·	·
7	O=c1oc2c(O)c(O)cc3c(=O)oc4c(O)c(O)cc1c4c23	?	29%[1.9 µM]	-2%&2%&-2%	-20%&5%	·	-5%&16%&13%	-26%&-3%
8	NOCC(=O)O	-5%	18%[1.9 µM]	-4%	·	-16%	2%	10%
9	Oc1ccc2c(c1)OCC1(O)Cc3cc(O)c(O)cc3C21 (configuration not stated)	·	-339%[inhibitor]	-11%	·	7%	29%	-21%
10	CCCCCCCCCCCCCCC[C@H](O)[C@@H](N)CO	·	10%&-35%	-9%	·	19%&-1%	0%&13%	-4%&8%
11	Cc1ccc(N(CC2=NCCN2)c2cccc(O)c2)cc1	?	-10%[0.074 µM]	-7%	-1%&-1%&11%&4%	-27%	-1%[38.3 µM]	13%
12	COc1cc2ncnc(Nc3cccc(Cl)c3)c2cc1OC	?	?	-7%&3%	·	1%	32%&-13%&30%&2%[activator]	-9%&-59%&-2%
13	Cc1ccc(=O)n(-c2ccccc2)c1	-7%	21%	-5%&2%	16%	-4%	-3%&15%	8%
14	C=CCn1c(=O)n(C2OC(CO)C(O)C2O)c2nc(N)[nH]c(=O)c21 (configuration not stated)	·	2%	·	10%	10%	·	·
15	OC[C@@H](O)CN1CCN(c2ccccc2)CC1	-12%	-4%[40.3 µM]	1%[17.1 µM]	·	-4%[21.7 µM]	8%	9%[20.6 µM]
16	C1COC(NC(C2CC2)C2CC2)=N1	?	?	1%	13%&9%	7%	4%&4%&-4%&16%&-14%	-27%
17	CC1O[C@@H](O[C@H]2C(Oc3cc(O)c4c(=O)cc(-c5ccc(O)cc5)oc4c3)OC(CO)C(O)C2O)C(O)C(O)C1O (some centres not stated)	-3%	·	0%	·	·	-19%	10%
18	CN1CCCN=C1COC(=O)C(O)(c1ccccc1)C1CCCCC1 (configuration not stated)	?	-26%	-4%&-6%	15%&-1%	14%&16%	16%&28%	-4%&11%
19	NC(=O)C1(N2CCCCC2)CCN(CCCC(=O)c2ccc(F)cc2)CC1	·	18%	·	8%	-3%	·	·
20	O=C(O)c1cccnc1Nc1cccc(C(F)(F)F)c1	?	?	-2%	-7%&5%	7%	3%&-3%&13%&-25%&1%&-5%	-8%
21	CCCCCC(=O)O[C@]1(C(C)=O)CC[C@H]2[C@@H]3CCC4=CC(=O)CC[C@]4(C)[C@H]3CC[C@@]21C	?	·	1%	?	1%	14%	-40%[inhibitor]
22	CCOC(N)=O	·	15%	-5%	-4%	7%	2%	-9%
23	C1CCC(C(C[C@@H]2CCCCN2)C2CCCCC2)CC1	?	-22%[40.3 µM]	-2%[17.1 µM]	·	21%[21.7 µM]	11%	-9%[20.6 µM]
24	COc1cc(N)c(Cl)cc1C(=O)N[C@H]1CCN(CCCOc2ccc(F)cc2)C[C@@H]1OC	·	-4%	0%	·	14%[21.7 µM]	27%	·
25	Oc1cc2c(cc1O)[C@H]1c3ccc(O)c(O)c3OC[C@@]1(O)C2	·	-8%[1.9 µM]	0%	·	8%&-3%[21.7 µM]	17%&25%	-20%
26	N#Cc1ccc(C(c2ccc(C#N)cc2)n2cncn2)cc1	?	0%[40.3 µM]	-2%[17.1 µM]	6%[20.6 µM]	?	3%	-6%[20.6 µM]
27	CC(=O)CCCCn1c(=O)c2c(ncn2C)n(C)c1=O	?	?	0%	-16%	11%	29%[38.3 µM]	-12%
28	CCn1cc(C(=O)O)c(=O)c2cnc(N3CCNCC3)nc21	?	-60%[inhibitor]	13%	-13%	9%	-2%&-12%&9%	-18%
29	C=CC[n+]1ccc(/C=C2\C=Cc3cc(C)ccc3N2CC)c2ccccc21	·	-189%[inhibitor]	?	2.2µM*	?	42%[activator]	-98%[inhibitor]
30	CN=C(NC#N)Nc1ccc(C2=NNC(=O)C[C@@H]2C)cc1	·	2%	0%	12%	21%[21.7 µM]	11%	·
31	N[C@@H](Cc1c[nH]c2ccc(O)cc12)C(=O)O	?	-8%	-3%	7%	10%	5%&12%&-3%	19%&-6%&-8%
32	CN1CCO[C@H](c2ccccc2)c2ccccc2C1	?	-25%[17.1 µM]	-1%[17.1 µM]	-1%[20.6 µM]	-17%[21.7 µM]	-3%	-1%[20.6 µM]
33	CC(C)COC(=O)c1ccc(N)cc1	?	-18%	·	9%	·	·	·
34	CN[C@H]1[C@@H](O)[C@@H](NC)[C@@H]2O[C@@]3(O)C(=O)C[C@@H](C)O[C@H]3O[C@H]2[C@H]1O	?	?	0%[17.1 µM]	11%[20.6 µM]	3%[21.7 µM]	2%	-1%[20.6 µM]
35	CC1CC2C3CCC4=CC(=O)C=C[C@]4(C)[C@@]3(Cl)C(O)C[C@]2(C)C1(OC(=O)c1ccco1)C(=O)CCl (some centres not stated)	·	-86%[inhibitor]	-8%	·	11%	22%	-25%
36	C[N+]1(C)CCC(=C(c2ccccc2)c2ccccc2)CC1	?	?	1%[17.1 µM]	19%[20.6 µM]	12%[21.7 µM]	14%	-14%[20.6 µM]
37	C=CCN1CC(C(=O)N(CCCN(C)C)C(=O)NCC)CC2c3cccc4[nH]cc(c34)CC21 (configuration not stated)	·	-26%	·	2%	10%	·	·
38	COc1c(O)cc2c(c1O)C1OC(CO)C(O)[C@H](O)[C@H]1OC2=O (some centres not stated)	-3%	·	2%	·	·	7%	3%
39	CCC(NC(C)C)C(O)c1ccc(O)c2[nH]c(=O)ccc12 (configuration not stated)	-8%	·	3%	-14%	6%	3%	-39%[inhibitor]
40	CCCCNc1ccc(C(=O)OCCN(C)C)cc1	?	?	-2%	13%	?	-13%&20%&13%&1%	-13%
41	CC[C@H](NC(C)C)[C@H](O)c1ccc(O)c2[nH]c(=O)ccc12	?	-17%&7%	2%	11%	17%	5%&20%	20%
42	CCN(CC)CCOC(=O)c1ccc(N)cc1	?	?	-6%	6%[20.6 µM]	7%	17%&25%&9%	8%
43	CNC1C(O)C2OC3OC(C)CC(=O)[C@@]3(O)O[C@H]2[C@H](NC)C1O (some centres not stated)	·	·	-7%	·	3%	-1%	7%
44	CC(C)(CO)[C@H](O)C(=O)NCCC(=O)O	5%	-4%[40.3 µM]	2%[17.1 µM]	·	7%[21.7 µM]	-2%	-1%[20.6 µM]
45	CC=CC1=C(C(=O)O)N2C(=O)[C@H](NC(=O)[C@H](N)c3ccc(O)cc3)[C@@H]2SC1	·	26%	1%[39.9 µM]	10%	11%	13%	·
46	CC(C)=CCOc1c2ccoc2cc2oc(=O)ccc12	?	·	13%	-5%	2%[2.36 µM]	18%	-4%
47	Cc1cccc2c1NC(=O)C2(c1ccc(O)cc1)c1ccc(O)cc1	0%[0.0737 µM]	-3%	2%	?	-8%	2%[38.3 µM]	-5%
48	CC(=O)O[C@]1(C(C)=O)CC[C@@H]2[C@@H]3C=C(Cl)C4=CC(=O)[C@H]5C[C@@H]5[C@]4(C)[C@H]3CC[C@]21C	-6%	2%[40.3 µM]	3%[17.1 µM]	·	15%[21.7 µM]	-3%	-9%[20.6 µM]
49	COc1ccc(C[C@H]2COC(=O)[C@@H]2Cc2ccc(OC3OC(CO)C(O)C(O)C3O)c(OC)c2)cc1OC (some centres not stated)	?	·	1%	-9%	3%	-2%	-72%[inhibitor]
50	CCCCNc1ccc(C(=O)OCCOCCOCCOCCOCCOCCOCCOCCOCCOC)cc1	-6%	-41%[inhibitor][17.1 µM]	3%[17.1 µM]	10%[20.6 µM]	-11%[21.7 µM]	6%	-16%[20.6 µM]

Only KinaseGlo FLuc and HTT aggregate, for some of the entries so far:
no.	canonical_smiles	KinaseGlo FLuc	HTT aggregate
40	CCCCNc1ccc(C(=O)OCCN(C)C)cc1	-2%	13%
41	CC[C@H](NC(C)C)[C@H](O)c1ccc(O)c2[nH]c(=O)ccc12	2%	11%

(more compounds)
no.	SMILES	Lamin A splicing	HTT ATP protect	KinaseGlo FLuc	HTT aggregate	CBFb RUNX1 block	IMPase Li cell	SMN2 splice enh
51	C/C=C/C(=O)N(CC)c1ccccc1C	·	-12%	0%	·	-10%&-5%	6%	-11%
52	CCN(CC)CCNC(C(=O)OCCC(C)C)c1ccccc1 (configuration not stated)	?	-2%	·	2%	·	·	·
53	CCCCC(=O)O[C@@]1(C(=O)CO)C(C)CC2C3CCC4=CC(=O)C=C[C@@]4(C)[C@]3(F)C(O)C[C@]21C (some centres not stated)	·	-64%[inhibitor]	-4%	·	-4%	-10%	1%
54	CC(=O)OCC(=O)[C@@]1(O)CC[C@@H]2[C@H]3CCC4=CC(=O)C=C[C@]4(C)[C@]3(F)[C@@H](O)C[C@@]21C	?	-11%[17.1 µM]	-5%[17.1 µM]	-3%[20.6 µM]	-1%[21.7 µM]	5%	-6%[20.6 µM]
55	Cc1cncn1CCc1nc2c3ccccc3nc(SCC(=O)Nc3cccc(Cl)c3)n2n1	?	-15%[10 µM]	-1%	-12%	6%	16%	·
56	COc1nccc(-c2c(-c3ccc(F)cc3)ncn2C2CCC(O)CC2)n1 (configuration not stated)	·	-15%	1%	·	-3%[21.7 µM]	7%	·
57	C/C=C(/C)C(=O)OC(C)(C)[C@@H]1Cc2c(ccc3ccc(=O)oc23)O1	?	·	-2%	14%	1%[2.36 µM]	9%	-11%

A portion of the library; rates above refer to the full screens.
